# Salmonella PhoP GFP – PhoP-dependent GFP reporter repression – Salmonella Typhimurium, primary screen (AID 1863). S. Typhimurium PhoP-regulated promoter GFP reporter, 4 h; higher % means a stronger effect. actives 0.16% (n = 300,000). one-dose inhibition, % at 50 µM; IC50 in µM for titrated hits;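 active means inhibition over 29.93%, a cutoff 3 SD above the screen mean, later confirmed by dose response; inconclusive means inhibition over 29.93% but no dose response follow-up; inactive means inhibition at most 29.93% or unconfirmed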;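 further: 0% = low Mg2+ inducing control and 100% = high Mg2+ repressing control; strong numbers were not always called active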
# T cell modulator – T cell immune modulators affecting CD8 T cell-vesicle binding; 2C CD8+ T cell-vesicle binding, flow cytometry; active compounds read low; calls only at 7 µM; actives 0.068% (n = 330,000); AID 2052;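 active means response, share of CD8 T cells binding vesicles, and their 90th percentile fluorescence all below set limits, cut at about 80% in these data, passing the limit was not always enough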
#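 System: murine 2C transgenic CD8+ T lymphocytes; also added: QL9-loaded Drosophila micro-vesicles; times: binding 1.5 h at 37 °C; measured by: flow cytometry, PE anti-B7-1 (FL2) versus Alexa647 anti-CD8 (FL8), PFA-fixed; control set: Peptide-free naked vesicles (low) and QL9 vesicles with 0.7% DMSO vehicle (high)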
# bCat nuc transl – modulators of beta-catenin nuclear translocation; nuclear translocation activity, % at 5 µM; actives 0.3% (n = 190,000); AID 1665; HeLa beta-catenin nuclear translocation, immunofluorescence imaging;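 active means nuclear translocation activity above 50% at 5 µM, with a well cell count of 50 or more; inconclusive means wells under 50 cells across six images, flagged as toxic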;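 further: per-cell ratio of nuclear to cytoplasmic median beta-catenin stain intensity; plate controls were DMSO negative control for no effect and GSK-3 inhibitor IX positive control for full effect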
#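 Test system: human HeLa cells, native beta-catenin. Compound dosing: 5 µM primary single dose, 0.1% DMSO, 0.02–20 µM confirmation series. Incubation: compound exposure 24 h at 37°C. Detection: beta-catenin immunostaining with DAPI counterstain, 20x imaging, 6 fields/well. Read-out basis: Nuclear/cytoplasmic beta-catenin signal ratio, % activation.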
# Dynein cargo inh – dynein cargo transport inhibition | 3617.4 mouse cells, GR-EGFP nuclear translocation imaging; test concentration mostly 20 µM; stimulated with dexamethasone, 1 µM; active compounds read low | z-score, hits read low | actives 0.47% (n = 220,000) | AID 1381;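 active means plate z-score of nuclear minus cytoplasmic receptor signal below a set negative limit, without overly bright fluorescence or cell loss, cut at about -3.5 in these data, passing the limit was not always enough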;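 further: z-score of nuclear minus cytoplasmic ring GR-EGFP intensity difference per well; some compounds called inactive have numbers as strong as hits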
#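 Buffer or medium – tet-free medium with charcoal-stripped serum · Signal – automated 10x imaging of fixed Hoechst-stained cells · Also added – dexamethasone agonist, 1.0 µM final, for 30 min · Incubation – induction 48 h, compound 1 h, agonist 30 min · Read-out – GR-EGFP nuclear translocation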
# Hep lipid drop – modulators of hepatic lipid droplet formation; AML12 mouse hepatocytes, oleate lipid droplets, BODIPY imaging; inhibition, % at 6.5 µM; actives 0.4% (n = 240,000); AID 1656;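 active means lipid droplet intensity inhibited by at least 50%, with more than 500 cells counted; inconclusive means wells with under 300 cells, treated as cytotoxic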
#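 Material – mouse AML12 hepatocyte cell line, fixed after treatment · Compound dosing – one dose, 6.5 µM compound · Times – compound with oleate, overnight · Measured by – Image-based BODIPY and DAPI two-channel analysis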
# Autophagy mod – modulators of autophagy; MEF GFP-LC3 puncta imaging; test concentration mostly 10 µM; calls only at 10 µM (by protocol); actives 0.98% (n = 190,000);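 active means percentage of spot-positive cells more than 3 SD above its plate mean, without a fluorescence outlier flag or 80% toxicity; inconclusive means no clear call, values can overlap the other calls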;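 further: spot-positive cell cutoff set from DMSO-treated cells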
# MT stabilizer – stabilizes microtubules in HeLa cells | actives 0.83% (n = 200,000) | HeLa tubulin immunostaining HCS, 24 h; share of cells brighter than vehicle mean+2SD | AID 2205 | % tubulin-high responders, % at 10 µM;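 active means plate Z-score above 3 for both tubulin-high and condensed-nucleus cell shares, with cell loss under 80%, at 10 µM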;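 further: anti alpha tubulin signal scored within the nucleus-defined area of each cell; some results filed as inactive read as strong as hits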
# Ins promoter up – MIN6 insulin promoter up-regulation | AID 1625 | z-score at 5 µM | MIN6 insulin promoter-GFP reporter, high-content imaging; active compounds read high | actives 0.3% (n = 190,000);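 active means z-score above 3 at 5 µM with at least 500 cells counted in the well; inconclusive means wells under 500 cells, flagged as cytotoxic or low count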
# ER stress rescue – rescue of cells from ER stress-induced death, primary screen, 384-well, CSM14.1, thapsigargin, ATP luminescence (AID 1222); CSM14.1 thapsigargin-induced death rescue, ATP luminescence; higher % means a stronger effect; cellular ATP content (survival), % at 20 µM; hits with a dose series show EC50 in µM; 190,000 tested, under 10 active;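 active means EC50 below 50 µM in the dose-response confirmation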;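 further: death triggered by thapsigargin at about 15 µM added after 2 h compound pretreatment; cell ATP read after overnight thapsigargin exposure of roughly 18 to 22 hours; normalized against plate controls of thapsigargin alone and 5% DMSO vehicle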
# Dynein cargo inh cytoplasmic EGFP – also measured in Dynein cargo inh; calls as there; z-score; measured here: cytoplasmic GR-EGFP intensity; active compounds read high
# Dynein cargo inh nuclear GR-EGFP – recorded beside Dynein cargo inh, whose call it bears; z-score; measured here: nuclear GR-EGFP intensity;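 lower value marks the stronger effect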
# Dynein cargo inh cell count – further read-out of Dynein cargo inh, marked with its call; z-score; measured here: cell count per field
# Ins promoter up cell count – also measured in Ins promoter up; calls as there; cell count; measured here: cytotoxicity, nuclei count;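 total cells summed across four imaged fields per well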
# Hep lipid drop cells 6.5 µM – further read-out of Hep lipid drop, marked with its call; cell count; measured here: cell count, cytotoxicity flag;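 cells counted across two imaged fields per well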
# bCat nuc transl cell count 5 µM – further read-out of bCat nuc transl, marked with its call; cell count; measured here: cell count, cytotoxicity flag
# T cell modulator vesicle-bound % – second read-out of T cell modulator, no call of its own (marks repeat the call); double positive events, %; measured here: CD8+ vesicle-bound cell fraction;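 binding gate set so that unloaded-vesicle control wells show 10% double positive cells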
# MT stabilizer Hoechst-high % – second read-out of MT stabilizer, no call of its own (marks repeat the call); % Hoechst-high responders; measured here: nuclear condensation Hoechst responders;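 share of cells brighter than vehicle mean plus two SD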
# MT stabilizer cytotoxicity % – also measured in MT stabilizer; calls as there; toxicity, %; measured here: cytotoxicity by cell density;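 0% = mean cell density of plate MIN control wells and 100% = no cells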
# Autophagy mod cell loss 18 h – further read-out of Autophagy mod, marked with its call; toxicity, %; measured here: cell loss, nuclei count;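 cell loss after 18 h compound exposure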
# Numbers without * were called inactive; i = inactive; ? = inconclusive; . = not tested or not shown.
SMILES,Salmonella PhoP GFP,T cell modulator,T cell modulator vesicle-bound %,bCat nuc transl,bCat nuc transl cell count 5 µM,Dynein cargo inh,Dynein cargo inh cytoplasmic EGFP,Dynein cargo inh nuclear GR-EGFP,Dynein cargo inh cell count,Hep lipid drop,Hep lipid drop cells 6.5 µM,Autophagy mod,Autophagy mod cell loss 18 h,MT stabilizer,MT stabilizer Hoechst-high %,MT stabilizer cytotoxicity %,Ins promoter up,Ins promoter up cell count,ER stress rescue
COc1ccc(/C=C/C(=O)Nc2ccc(-c3nnc4n3CCCCC4)cc2)c(OC)c1,23%,i,37,.,.,-0.14,-0.27,-0.051,1.2,-14,643,i,0,3.5,2.7,10.0,0.08,1249,-3.2%
O=C(OCCCN=C1NS(=O)(=O)c2ccccc21)c1cccs1,1%,i,61,-0.8,1571,-0.06,-0.31,-0.6,1.5,2,669,i,8,2.9,1.6,4.3,0.72,1528,0.2%
COc1ccc(-c2nc(CCNC(=O)c3cccs3)cs2)cc1,-12%,i,45,-1.5,1127,-0.42,-0.24,-0.23,0.41,-3,595,i,7,3.0,5.7,7.3,-1.3,1868,-2.0%
CC1=C(C(=O)Nc2cccc(C)n2)C(c2ccc3c(c2)OCO3)C2=C(CC(c3ccco3)CC2=O)N1 (stereo unspecified),11%,.,.,-0.4,895,2.2,-0.16,0.93,-1.4,-20,716,i,1,5.2,1.7,8.1,-1.4,1280,-2.7%
Cc1cccc(C(=O)NCC(=O)OCC(=O)c2cc(C)n(CC3CCCO3)c2C)c1 (stereo unspecified),-8%,i,3,1.2,1190,-0.44,0.041,0.13,0.75,-7,695,i,4,6.8,4.2,9.2,-0.21,1428,-13%
O=C(COc1ccc([N+](=O)[O-])cc1)NCc1cccnc1,3%,i,40,-3.3,538,0.15,-0.23,0.21,0.0079,-3,630,i,-6,2.3,3.0,12,0.02,1306,-6.3%
O=C(CCS(=O)(=O)c1ccc(Br)s1)NCc1cccs1,28%,i,40,-1.5,826,0.069,-0.37,0.36,-0.26,.,.,i,12,4.7,3.0,12,2,1542,0.5%
O=C(NC1CC1)c1ccc(S(=O)(=O)NC2CCCCCC2)cc1,-2%,i,54,1.0,1125,-0.63,-0.068,-0.17,0.23,.,.,i,-12,2.0,1.8,11,-1.4,1103,-0.9%
Cc1oc(C(C)(C)C)cc1C(=O)N1CCN(c2ncccc2C(F)(F)F)CC1,-8%,i,60,-3.8,1029,-0.73,-0.17,-0.49,0.11,-6,728,.,.,.,.,.,2.7,1472,.
CCN1CCCC1CN(Cc1cc2cc(OC)ccc2[nH]c1=O)C(=O)NCc1ccccc1 (stereo unspecified),3%,i,15,-4.1,1011,-0.3,-0.2,0.0073,0.16,.,.,i,-8,1.4,2.0,9.7,.,.,-3.5%
O=C(CSc1nc2ccc(Nc3nc(N4CCOCC4)nc(N4CCOCC4)n3)cc2s1)NCc1ccco1,1%,i,62,-0.7,1050,-0.38,-0.26,-0.25,0.86,44,713,i,8,2.7,1.4,1.0,-1.7,1074,-0.6%
COc1ccc2c(C)cc(SC3CCOC3=O)nc2c1 (stereo unspecified),-5%,i,35,0.2,1418,-0.0066,-0.26,0.0045,-0.095,0,716,i,-17,4.4,2.3,12,.,.,0.2%
C=CCn1c(SCc2c(C)noc2C)nc2sc3c(c2c1=O)CCCCC3,-2%,i,24,-0.3,1083,0.45,-0.14,0.27,0.33,5,681,i,32,6.8,3.6,6.0,-4.2,1036,-1.8%
Fc1ccc(Br)cc1C1C=C(c2ccc(Br)s2)Nc2ncnn21 (stereo unspecified),-42%,i,57,50*,330*,0.061,0.025,0.26,-0.3,?,.,i,35,6.0,69,31,0.35,1092,-2.9%
CCC[C@@H]1C[C@@H](C(=O)N[C@H]([C@@H](C)O)[C@H]2O[C@H](SC)[C@H](O)[C@@H](O)C2O)N(C)C1 (stereo partly specified),2%,i,12,.,.,-0.38,-0.26,0.31,0.26,-10,717,i,13,3.0,2.2,0.7,.,.,-1.4%
COc1ccc(CNC(=O)c2csnn2)cc1,15%,i,27,-0.7,737,0.46,-0.31,0.39,0.18,.,.,i,0,3.6,1.6,2.3,0.18,1110,-2.4%
COc1ccccc1CCN=C(N)NS(=O)(=O)c1cccs1,-2%,i,57,-3.3,1096,0.74,-0.39,-0.26,-0.21,1,701,i,-3,4.1,2.1,8.0,-0.21,1651,0.7%
COC1CCN(C(=O)CC2C(=O)NCCN2CC2CCCCC2)CC1 (stereo unspecified),0%,i,27,-2.4,1036,-0.22,-0.3,-0.31,0.73,-2,696,i,9,7.4,1.7,4.4,0.11,1511,-0.1%
COC(=O)c1ccc(NC(=O)C2CCCN2S(=O)(=O)c2ccc(OC)cc2)cc1 (stereo unspecified),-6%,i,46,0.6,507,0.092,-0.2,0.039,-0.07,-13,777,i,-9,3.0,1.8,4.9,0.26,1274,-0.9%
Brc1cc2c(cc1/C=N/Nc1nc(N3CCCCC3)nc(N3CCCCC3)n1)OCO2,7%,.,.,.,.,0.31,0.63,0.48,-1.1,2,735,i,4,4.4,1.3,5.5,0.16,1082,-0.3%
COc1ccc(S(=O)(=O)N(CCC(=O)O)Cc2ccccc2)cc1,9%,i,49,2.1,941,-0.33,0.02,-0.65,0.29,21,684,i,18,3.0,2.3,2.2,0.12,1599,-0.3%
CCc1ccc(OCCOCC(O)CN2CCN(Cc3ccc(Cl)cc3)CC2)cc1 (stereo unspecified),9%,i,56,2.1,903,-0.81,-0.15,-0.36,0.44,-10,618,i,2,2.7,2.9,8.5,-0.78,1107,-1.4%
Cc1ccc(C(=O)CCC(=O)CCC(=O)O)cc1,.,i,14,.,.,-0.58,-0.29,-0.55,0.91,.,.,i,-5,3.0,1.8,2.4,.,.,.
CC(C)[C@H](Nc1ccc(S(=O)(=O)N2CCOCC2)cc1[N+](=O)[O-])C(=O)OCC(=O)N(C(C)C)C(C)C,2%,i,55,-1.4,905,0.52,-0.32,-0.023,0.17,-3,626,i,8,1.6,2.6,5.1,0.21,1112,-1.8%
COC(OC)C(C)NC(=O)NC(=O)c1ccccc1Cl (stereo unspecified),-9%,i,56,-1.8,1247,-0.75,-0.27,-0.56,0.76,10,691,.,.,.,.,.,0.27,1410,.

# The list goes on.
SMILES,Salmonella PhoP GFP,T cell modulator,T cell modulator vesicle-bound %,bCat nuc transl,bCat nuc transl cell count 5 µM,Dynein cargo inh,Dynein cargo inh cytoplasmic EGFP,Dynein cargo inh nuclear GR-EGFP,Dynein cargo inh cell count,Hep lipid drop,Hep lipid drop cells 6.5 µM,Autophagy mod,Autophagy mod cell loss 18 h,MT stabilizer,MT stabilizer Hoechst-high %,MT stabilizer cytotoxicity %,Ins promoter up,Ins promoter up cell count,ER stress rescue
CS(=O)(=O)N(CC(=O)Nc1cccc(F)c1)Cc1ccccc1,2%,i,11,-1.3,1068,0.33,-0.25,0.37,0.69,12,665,i,-2,1.8,0.3,24,0.41,1827,-2.0%
COc1ccc(Oc2nc(-c3ccccc3)ncc2C(=O)O)cc1,6%,i,36,-4.2,1108,0.88,-0.26,0.45,-1,1,676,i,-3,1.9,1.6,4.9,1.7,1722,-1.3%
COCCn1c(SC(C)C(=O)Nc2ccc3c(c2)OCCO3)nc2ccccc2c1=O (stereo unspecified),-2%,i,2,-2.6,992,-0.37,-0.32,-0.027,0.033,.,.,i,8,3.6,3.3,11,0.35,1417,-0.3%
Cc1ccc(-n2c(COc3ccccc3)n[nH]c2=S)cc1,-1%,i,62,2.5,1061,0.25,-0.16,0.11,-1,36,725,i,-7,1.3,2.0,4.8,0.18,966,-0.6%
CN(C)C(/C=C/Nc1ccc(Br)cc1)=C(C#N)C#N,-5%,i,52,0.9,1111,-0.78,-0.24,-0.29,0.2,-4,582,i,1,3.3,1.9,9.9,-0.47,1352,-1.5%
C/C(=N\OCC(=O)Nc1nc2ccccc2s1)c1ccccc1,-6%,i,5,1.0,973,0.34,-0.22,0.25,0.089,1,651,i,3,2.9,2.5,0.6,0.36,1311,-1.3%
Cc1noc(C)c1S(=O)(=O)N1CCC(C(=O)N2CCN(Cc3ccc4c(c3)OCO4)CC2)CC1,-11%,i,66,.,.,-0.71,-0.25,-0.11,1.1,-3,715,i,-43,2.6,2.2,6.2,0.08,1285,-2.1%
O=C(Nc1ccccn1)c1cc(-c2cccc(Cl)c2)nc2ccccc12,4%,i,47,-0.5,1495,0.75,-0.28,0.66,-1.1,.,.,i,17,5.3,1.8,8.5,-0.32,1400,-0.9%
